Bioassay records from PubChem BioAssay.
Nrf2 inh = Nrf2 pathway inhibition. A549 ARE-Fluc reporter, luciferase luminescence, 18-24 h. Potency, µM (series often up to 46 µM), without a hit: at the top dose activity change, negative = inhibition, usual class: inhibitors. 360,000 compounds, 2.1% hits. AID 504444; further: potency means the concentration at half of the fitted maximal effect; on the % scale 0 is the no-effect control and ±100 the full control effect; nearly all actives have a fitted effect of over 60% in size
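A549 ARE_Fluc cells (5000/well, 5% FBS OPTI-MEM) pre-incubated 2 h, then treated with compounds 18-24 h at 37C/5% CO2 in concentration-response. CellTiter-Fluor viability read first; BugLite luciferase luminescence after 15 min at room temperature gives Nrf2 activity.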
IL-1B inflam inh = inhibitors of inflammasome signaling (IL-1 beta secretion); THP-1 LPS/ATP IL-1B secretion, AlphaLISA, 16 h; stronger effect = lower value; activity change, % at 57.5 µM; 360,000 compounds, 4.7% hits; in the data active means activity change below about -50%; inconclusive means mostly about -30% to -49%; further: on the % scale 0 is the no-effect control and ±100 the full control effect
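THP-1 cells pretreated 1 hr with compounds (up to 57.5 uM final), then stimulated with LPS (250 ng/mL final) plus ATP (1.25 mM final); secreted IL-1B measured by AlphaLISA after 16 hr, decreased signal indicating inhibition.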
ATXN2 expr inh = inhibitors of ATXN2 expression; HEK-293 ATXN2-luciferase reporter, luminescence, 24 h; Potency, µM (series often up to 57 µM), for inactives: at the top dose activity change, negative = inhibition, actives largely listed as inhibitors; 360,000 compounds, 0.72% hits; AID 1745845; further: potency means the concentration at half of the fitted maximal effect; on the % scale 0 is the no-effect control and ±100 the full control effect; nearly all actives have a fitted effect of over 55% in size
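ATXN2-luciferase reporter cells (luciferase flanked by upstream and downstream ATXN2 gene portions) were treated 24 h at 37 °C with compounds at up to 57 uM. SteadyGlo luminescence gave expression; GF-AFC fluorescence gave viability.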
TGFb inhibitor = inhibitors of TGF-b signaling | 410,000 compounds, 1.2% hits | HepG2 CAGA-GFP TGF-b/SMAD3 reporter, GFP fluorescence, 18 h; TGF-beta stimulated, 500 pg/mL final | Potency, µM (doses to about 46.1 µM), for the others: at the highest dose activity, negative = inhibition, hits mostly inhibitors; further: potency means the concentration at half of the fitted maximal effect; on the % scale 0 is the no-effect control and ±100 the full control effect; nearly all actives have a fitted effect of over 65% in size
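GFP signal (ex488/em500-530) from TGF-beta-stimulated HEPG2 CAGA-GFP cells, 500 pg/mL final, 18 h at 37 degrees C in DMEM plus 1% FBS, normalized to unstimulated and DMSO-stimulated controls.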
ATXN viability = cell viability loss in ATXN counter-screen; 400,000 compounds, 0.49% hits; S2 cells (HEK-293 line with an ATXN2-luciferase reporter) viability, CellTiter-Fluor protease fluorescence, 24 h; AID 651635; Potency, µM (highest dose often 56.7 µM), actives largely listed as cytotoxic; further: potency means the concentration at half of the fitted maximal effect; nearly all actives have a fitted effect of over 40% in size
HepG2 viability = counter-screen for TGF-b inhibitors: cytotoxicity in HepG2 cells | HepG2 CAGA-GFP viability, ATP luminescence, 18 h | Potency, µM (titrated, usually from 46.1 µM), inactives show at the top dose activity change, negative = cytotoxicity, actives largely listed as cytotoxic | 410,000 compounds, 0.76% hits; further: potency means the concentration at half of the fitted maximal effect; some results filed as inactive show a strong effect at the top dose
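CellTiter-Glo luminescence gave cytotoxicity after 18 hours at 37 degrees C. The cells were HepG2 CAGA-GFP in 1% FBS DMEM, stimulated with 500 pg/mL TGF-beta after compound addition. %Activity was normalised to no-cell wells (complete cell-killing) and DMSO (no toxicity), and curves were fitted and classified.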
MCF10A rereplic = inducers of DNA re-replication in MCF 10A breast cells; 350,000 compounds, 2.9% hits; Potency, µM (titrated, usually from 46.1 µM), inactives show top-dose activity, positive = re-replication, most hits filed as activators; MCF 10A DNA re-replication, Hoechst nuclear intensity, 48 h; AID 624296; further: potency means the concentration at half of the fitted maximal effect; % of control where 0% means no effect; nearly all actives have a fitted effect of over 50% in size
Nrf2 activator = activates Nrf2 signaling; AREc32 ARE-luciferase reporter (MCF7-derived line), luminescence, 24 h; Potency, µM (series often up to 46.1 µM), without a hit: at the top dose activation, actives largely listed as activators; 410,000 compounds, 0.31% hits; AID 624171; further: potency means the concentration at half of the fitted maximal effect; % of control where 0% means no effect; nearly all actives have a fitted effect of over 65% in size
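Luciferase luminescence (Steady-Glo, 30 min at room temperature) served as the read-out of ARE activation in AREc32 cells treated with compounds for 24 hr at 37 deg C.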
A549 tox = A549 cytotoxicity, counter-screen for Nrf2 inhibitors | A549 ARE-Fluc cells, CellTiter-Fluor viability, 18-24 h | Potency, µM (titrated, usually from 46 µM), inactives show at the top dose activity change, negative = cytotoxicity, actives largely listed as inhibitors | 390,000 compounds, 0.16% hits | AID 504648; further: potency means the concentration at half of the fitted maximal effect; on the % scale 0 is the no-effect control and ±100 the full control effect
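Cytotoxicity counterscreen: CellTiter-Fluor fluorescence was measured in A549 ARE_Fluc cells after 18-24 h of compound exposure in a concentration series. The subsequent BugLite luminescent read reports ARE-luciferase activity.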
Numbers without * were called inactive; i = inactive; ? = inconclusive; · = no result given; & = joins results of further samples; [ ] = remark or other dose. Unless noted, the call rests on the fitted dose curve; in most records, active means well fitted curve in the direction sought with a large enough effect; inconclusive means small, poorly fitted or top-dose-only effect, or another doubt; inactive means no such curve, though single readings can be large; an effect the other way counts as inactive or inconclusive.

SMILES | Nrf2 inh | IL-1B inflam inh | ATXN2 expr inh | TGFb inhibitor | ATXN viability | HepG2 viability | MCF10A rereplic | Nrf2 activator | A549 tox
COc1cc(CC(NC(C)=O)C(=O)NC2CCN(S(=O)(=O)c3ccc(NC(C)=O)cc3)CC2)cc(OC)c1 (stereo unspecified) | -3% | -2 | -7% | -2% | i | -17% | 1% | -0.2% | 0%
O=C(N/N=C/c1cccc(F)c1)NC1CCCCC1 | 2% | -17 | 14% | ? | i | -18% | -1% | -0.5% | -2%
COc1ccccc1NC(=S)NC(=O)c1ccc(-c2ccc(Cl)cc2)o1 | -18% | 7 | ? | -8% | i | -4% | ? | -0.7% | -3%
O=C(COC(=O)c1ccc(Cl)c(S(=O)(=O)N2CCCCC2)c1)NCC1CCCO1 (stereo unspecified) | 2% | 98 | -19% | 11% | i | 8% | 15% | -0.7% | 8%
COc1ccc(NC(=O)CN(C)C(=O)CNC(=O)c2ccc3ccccc3c2)cc1 | ? | 46 | 44%[activator] | 9% | i | 4% | 11% | 3.0% | 1%
COc1ccccc1OCC(=O)NNC(=O)Nc1ccc(Cl)cc1 | 17% | 20 | -4% | -23% | i | 2% | 23µM* | 0.1% | -4%
N=C(N)SCC1=CCS(=O)(=O)C1 | 5% | -20 | · | 47%[activator] | i | 110% | 1% | 0.0% | -4%
Cc1ccc(NC(=O)CCNC(=O)c2ccc([N+](=O)[O-])cc2)cc1S(=O)(=O)N1CCOCC1 | 4% | -24 | -22% | 1% | i | 3% | 14% | 4.2% | 0%
O=C(NC(CSSCC(NC(=O)c1ccccc1)C(=O)O)C(=O)O)c1ccccc1 (stereo unspecified) | 4% | 9 | 8% | 0% | i | 2% | -14% | 0.0% | 2%
O=C(Cn1cc(COc2c(F)c(F)cc(F)c2F)nn1)c1ccc(O)cc1 | 19% | -1 | 4% | -11% | i | 5% | -31%[inhibitor] | 2.6% | -2%
C/C(=N\NC(=O)c1ccc(Cn2cc([N+](=O)[O-])cn2)o1)c1cccc(NC(=O)C(C)C)c1 | -7% | 0 | 1% | 7% | ? | 10% | -75%[inhibitor] | 2.5% | 1%
CCn1cc(C(=O)N2CCOCC2)c(=O)c2cc(S(=O)(=O)N(C)C)ccc21 | -5% | -3 | -1% | 14% | i | -6% | 2% | -1.4% | -2%
COc1cccc2c1Oc1ncccc1N(C(=O)CCC(=O)NCc1ccc(F)cc1)C2 | 6% | 19 | · | -23% | i | -14% | -5% | 0.4% | 14%
Cc1c(Cc2ccccc2)c(=O)oc2cc(OCC(=O)c3ccccc3)ccc12 | 5% | 14 | -21% | 5% | i | -14% | ? | 2.7% | 7%
C/C=C/C(=O)OCC(=O)Nc1cc(OC)c([N+](=O)[O-])cc1C | ? | ? | -5% | 9% | i | -19% | 0% | 5.1% | -6%
COc1cc(O)c(C(CCN2CCOCC2)c2cc(OC)c(OC)c(OC)c2)c(OC)c1 (stereo unspecified) | 9%&11% | 8 | -3% | -15%&-2% | i | -25%&-66% | 9% | -0.2% | 1%&5%
CN(C)S(=O)(=O)c1ccc(N)c([N+](=O)[O-])c1 | -16% | -14 | · | -2% | i | -37% | -1% | 3.2% | -11%
O=C(CSc1nc(-c2ccco2)cc(C(F)(F)F)n1)Nc1ccc2c(c1)CCC2 | · | 12 | 9% | -6% | i | -31% | ? | 0.0% | ?
Cc1cccc(OCCNS(=O)(=O)c2ccc(Cl)cc2)c1 | 11% | 0 | 1% | -28% | i | -23% | 12% | -0.4% | 4%
O=C(Nc1cccnc1)c1cc(F)cc(F)c1 | · | -8 | 2% | 5% | i | 18% | -10% | -0.2% | 8%
CC1=CC(=O)C=C(C)C1=NOc1ccccc1[N+](=O)[O-] | -11% | ? | -1% | 2% | i | 5% | ? | -0.1% | 6%
COc1ccc(-c2nnc(SCC(=O)Nc3cc(C)on3)o2)cc1 | 2% | 0 | · | -10% | i | 0% | -4% | 0.1% | 2%
COc1cc(OC)cc(C(=O)NCc2nc(-c3ccccc3)no2)c1 | -23% | -29 | -16% | 3% | i | -8% | -3% | -0.1% | -1%
COc1ccccc1CNS(=O)(=O)c1c(C(=O)N2CCCC2)c(C)n(C)c1C | 15% | 4 | · | 10% | i | 4% | 16% | -0.8% | -1%
N/C(=N\S(=O)(=O)c1cc(C(F)(F)F)cc(C(F)(F)F)c1)c1ccc(Cl)cc1 | ? | -1 | ? | 10µM* | ? | -119% | 13µM* | -3.7% | 9%
O=c1c2cnn(-c3ccccc3)c2ncn1Cc1ccccn1 | -11% | -3 | 0% | -2% | i | 7% | 17% | 0.3% | -6%
CCc1cccc(C)c1NS(=O)(=O)c1ccc(-n2cccn2)cc1 | -18% | · | -19% | ? | ? | -23% | · | 4.2% | 11%
Cc1ccc(CSC2=Nc3ccccc3C3=NC(CC(=O)NCc4cccs4)C(=O)N23)cc1 (stereo unspecified) | · | · | 7% | ? | ? | -17% | · | 4.0% | 1%
O=C(OCc1cccc(C(F)(F)F)c1)c1cc(S(=O)(=O)N2CCOCC2)ccc1F | 5% | -18 | ? | 3% | ? | 3% | ? | 0.3% | 3%
CCCCNC(=O)Cn1cnc2sc(C)c(S(=O)(=O)N3CCN(c4ccccc4OC)CC3)c2c1=O | -4% | 10 | -9%&9% | -9%&10% | i | 1%&5% | 0% | -0.7%&-0.2% | 0%&0%
CC(C)Nc1nnc(SCC(=O)Nc2sccc2C#N)s1 | 9% | 0 | · | -22% | i | -8% | -2% | 0.6% | -5%
CN(C)/[N+]([O-])=N/Oc1cc(ON=[N+]([O-])N2CCN(c3ncccn3)CC2)c([N+](=O)[O-])cc1[N+](=O)[O-] | ? | · | · | ? | · | -10% | · | · | ?
COc1ccc(S(=O)(=O)N2CCN(C(=O)c3ccc(C)o3)CC2)cc1 | ? | 12 | -3% | ? | i | -33% | 14% | 2.0% | -2%
Nc1c(-c2cccs2)nc2ccccn12 | · | 6 | 10% | ? | i | -26% | · | -1.1% | ·
C=CCNC(=O)C(=O)Nc1cc2c3c(c1)CCC(=O)N3CCC2 | ? | 12 | · | -3% | i | -6% | ? | 17% | -14%
COc1ccc(OCC(=O)NCc2ccc3c(c2)CCN3C(=O)c2ccccc2)cc1 | · | · | · | -29% | · | -32% | · | -0.1% | -10%
Cc1cccc(C(=O)NC2CC3CCCC(C2)N3S(=O)(=O)c2ccccc2)c1 (stereo unspecified) | ? | -56* | -28% | -14% | i | -24% | 0% | 2.7% | ?
COc1ccc(S(=O)(=O)N/N=C/c2ccc(OCCN3CCOCC3)c(OC)c2)cc1 | ? | 2 | 0% | -3% | i | -1% | 2% | -0.3% | 0%
CCOC(=O)Cc1csc(NC(=O)C2CCCCC2C(=O)O)n1 (stereo unspecified) | 9% | -3 | 2% | -2% | i | -99% | 10% | -0.4% | 3%
CCC(C)(C)c1nnc(NC(=O)C2CCN(C(=O)c3ccco3)CC2)s1 | -16% | 25 | -9% | 16% | i | -5% | -16% | 1.8% | -4%

Some values from the entries so far:
For HepG2 viability, CCC(C)(C)c1nnc(NC(=O)C2CCN(C(=O)c3ccco3)CC2)s1 is entered as -5%
For TGFb inhibitor, COc1ccc(OCC(=O)NCc2ccc3c(c2)CCN3C(=O)c2ccccc2)cc1 is entered as -29%
For HepG2 viability, CN(C)/[N+]([O-])=N/Oc1cc(ON=[N+]([O-])N2CCN(c3ncccn3)CC2)c([N+](=O)[O-])cc1[N+](=O)[O-] is entered as -10%
For HepG2 viability, CCOC(=O)Cc1csc(NC(=O)C2CCCCC2C(=O)O)n1 (stereo unspecified) is entered as -99%
For HepG2 viability, Cc1cccc(C(=O)NC2CC3CCCC(C2)N3S(=O)(=O)c2ccccc2)c1 (stereo unspecified) is entered as -24%
For Nrf2 inh, CC(C)Nc1nnc(SCC(=O)Nc2sccc2C#N)s1 is entered as 9%

Next results:
SMILES | Nrf2 inh | IL-1B inflam inh | ATXN2 expr inh | TGFb inhibitor | ATXN viability | HepG2 viability | MCF10A rereplic | Nrf2 activator | A549 tox
COc1ccc(C(=O)N/C(=C\c2ccc(Cl)cc2)C(=O)NCC2CCCO2)cc1 (stereo unspecified) | 12% | 9 | 7% | -6% | i | 2% | -10% | -0.2% | -6%
Cc1ccc(-c2csc(NC(=O)c3cc([N+](=O)[O-])ccc3N3CCOCC3)n2)cc1 | 13% | 21 | · | 2% | i | 5% | 4% | 0.4% | 1%
CN(C)c1ccc(-c2nn3c(C4CCCCC4)nnc3s2)cc1 | ? | -16 | -17% | 0% | i | -16% | 21% | -0.6% | -2%
O=C(Nc1ccccc1C(=O)O)c1cc(S(=O)(=O)N2CCCCC2)cs1 | 0% | 12 | -13% | -7% | ? | -20% | 10% | 5.1% | 9%
Cc1ccc(C)c(NC(=O)c2ccc3c(c2)CCN3S(C)(=O)=O)c1 | 9% | -13 | 13% | 4%&2% | i | -3%&-32% | · | 2.7%&0.0% | -2%
CN1C(=O)CSc2ccc(NC(=O)NCc3ccccc3)cc21 | 5% | -1 | · | 0% | i | -16% | 1% | 5.3% | 5%
O=C(NCc1cccs1)c1ccc(Cn2c(SCc3ccc(F)cc3)nc3cccnc32)cc1 | ? | · | · | ? | · | -25% | · | 0.1% | ?
C=CCn1c(SCC(=O)Nc2ccc(C(=O)O)cc2)nc2scc(-c3ccccc3)c2c1=O | 7% | -13 | -23% | ? | i | -14% | 16% | -0.1% | 16%

Pulled one by one from the entries so far (2):
SMILES | Nrf2 inh | IL-1B inflam inh | ATXN2 expr inh | TGFb inhibitor | ATXN viability | HepG2 viability | MCF10A rereplic | Nrf2 activator | A549 tox
Cc1ccc(C)c(NC(=O)c2ccc3c(c2)CCN3S(C)(=O)=O)c1 | 9% | -13 | 13% | 4%&2% | i | -3%&-32% | · | 2.7%&0.0% | -2%
O=C(NCc1cccs1)c1ccc(Cn2c(SCc3ccc(F)cc3)nc3cccnc32)cc1 | ? | · | · | ? | · | -25% | · | 0.1% | ?
